From PubChem BioAssay
Hsp70 act = switches on Hsp70 transcription | activation, % at 10 µM | AID 1203 | HeLa Hsp70 promoter luciferase reporter, luminescence; scaled: vehicle 0, proteasome-inhibitor control 100% | actives 0.04% (n = 200,000);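 active means activation above the mean across all tested compounds plus 3 SD, cutoff set per campaign, cut at about 5.5% in these data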;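 further: 100% = MG132 at 30 µM as the positive control and 0% = DMSO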
STAT3 blocker = inhibitors of IL-6 induced STAT3 signaling; U3A cells, IL-6 STAT3-luciferase reporter, luminescence; host cell line lacks STAT1; actives 0.89% (n = 190,000); inhibition, % at 5.5 µM;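 active means inhibition above the mean inhibition across all screened compounds plus 3 SD, cut at about 44% in these data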;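 further: 0% = DMSO only wells and 100% = 100 µM nifuroxazide control wells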
HMGR II inh = inhibitors of class II HMG-CoA reductase from Enterococcus faecalis; purified E. faecalis HMGR, NADPH absorbance 340 nm kinetic; inhibition, % at 10 µM; actives 0.41% (n = 190,000);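 active means inhibition above a set limit, the median over all tested compounds plus 3 SD, cut at about 9.5% in these data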;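 further: enzyme runs in reverse so mevalonate oxidation gives rising NADPH absorbance; 0% = complete reaction with DMSO and 100% = background rate lacking mevalonate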
STAT1 inh = STAT1 signaling inhibition. NIH 3T3 STAT1-luciferase reporter, IFN-gamma, luminescence. inhibition, % at 5.5 µM. actives 0.35% (n = 200,000);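 active means inhibition above a set limit, the mean inhibition across all tested compounds plus 3 SD, cut at about 34% in these data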;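 further: 0% = IFN-gamma with DMSO and 100% = IFN-gamma with 300 µM nifuroxazide; values of inactives mirror those of a sister screen read the other way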
Redox H2O2 prof = compounds producing H2O2 with reducing agent – biochemical, NIH compound library profiling, artefact control for MLSCN library redox annotation, primary screen | DTT-dependent redox cycling H2O2, phenol red/HRP absorbance; 100% = 100 µM peroxide control, 0% = buffer | activation, % at 10 µM | actives 0.03% (n = 200,000);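 active means activation of at least 50% relative to the plate's high and low controls in the primary single-dose screen; inactive means activation below 50%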;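 further: compound incubated with DTT at 0.8 mM final as the reducing agent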
STAT3 activator = activators of IL-6 induced STAT3 signaling. U3A cells, IL-6 STAT3-luciferase reporter, luminescence; 100% = signal with IL-6 EC80 alone. activation (% of control), % at 5.6 µM. actives 0.91% (n = 190,000). AID 871;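 active means activation above the screen-wide mean of compound activation plus 3 SD, cut at about 130% in these data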;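 further: 0% = background luminescence of wells with medium and substrate only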
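Detection: reporter luminescence signal / Assay system: STAT1-lacking human U3A cells, STAT3 luciferase reporter / Incubation: compound pre-incubation 1 h before IL-6, then 6 h stimulation at 37 °C / Control set: IL-6-only high control / Read-out: % activation relative to IL-6 control / Probe or stimulus: Interleukin-6, 33 ng/mL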
NF-kB expr up = NF-kB expression increase, human neuronal cells. NF-kB reporter expression; stronger effect = higher value. fold change at 12.5 µM. actives 1.6% (n = 190,000); in the data active means fold change above about 3.3
TLR4 MyD88 comp = blocks binding of human TLR4 to MyD88; O00206+Q99836; HeLa CL3-4 TLR4/MyD88 BLA complementation, FRET ratio; inhibition, % at 8.4 µM; actives 0.18% (n = 200,000); in the data active means inhibition above about 25%;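 further: 0% = vehicle and 100% = reference inhibitor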
Target sequence (O00206 whole entry, looked up): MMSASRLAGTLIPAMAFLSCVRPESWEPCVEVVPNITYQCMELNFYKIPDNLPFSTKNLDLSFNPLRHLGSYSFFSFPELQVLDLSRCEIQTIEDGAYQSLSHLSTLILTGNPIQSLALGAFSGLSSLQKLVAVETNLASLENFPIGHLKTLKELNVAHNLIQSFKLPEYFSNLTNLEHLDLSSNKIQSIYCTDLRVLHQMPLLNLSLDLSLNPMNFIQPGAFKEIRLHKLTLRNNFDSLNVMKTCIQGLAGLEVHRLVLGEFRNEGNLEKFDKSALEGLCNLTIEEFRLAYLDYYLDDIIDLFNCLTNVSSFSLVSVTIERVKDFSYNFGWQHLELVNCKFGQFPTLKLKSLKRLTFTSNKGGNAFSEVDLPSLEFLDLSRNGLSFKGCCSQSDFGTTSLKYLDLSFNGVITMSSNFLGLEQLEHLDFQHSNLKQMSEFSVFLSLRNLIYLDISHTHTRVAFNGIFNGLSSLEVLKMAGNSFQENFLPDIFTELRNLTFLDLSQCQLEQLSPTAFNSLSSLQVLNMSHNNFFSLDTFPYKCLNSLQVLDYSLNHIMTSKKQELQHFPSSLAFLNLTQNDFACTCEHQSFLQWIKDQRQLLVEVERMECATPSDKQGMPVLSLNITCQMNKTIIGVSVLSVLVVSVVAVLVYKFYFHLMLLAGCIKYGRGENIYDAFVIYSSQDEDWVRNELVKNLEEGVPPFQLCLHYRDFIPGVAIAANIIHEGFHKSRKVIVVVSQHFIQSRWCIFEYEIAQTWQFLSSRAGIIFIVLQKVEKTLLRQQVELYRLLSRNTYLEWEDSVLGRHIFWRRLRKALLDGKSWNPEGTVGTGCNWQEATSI
Target sequence (Q99836 whole entry, looked up): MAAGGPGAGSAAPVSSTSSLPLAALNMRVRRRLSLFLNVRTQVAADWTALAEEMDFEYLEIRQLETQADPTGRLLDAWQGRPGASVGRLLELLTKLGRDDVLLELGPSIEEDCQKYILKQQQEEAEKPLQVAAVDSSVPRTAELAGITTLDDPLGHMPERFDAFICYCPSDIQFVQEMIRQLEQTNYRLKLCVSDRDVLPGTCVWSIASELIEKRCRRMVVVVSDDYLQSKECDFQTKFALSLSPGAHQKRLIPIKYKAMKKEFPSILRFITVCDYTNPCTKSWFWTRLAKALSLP
APP 5'UTR act = activates APP 5'UTR luciferase reporter | SH-SY5Y APP 5'UTR luciferase reporter, luminescence; zero percent = DMSO vehicle wells | activation, % at 2 µM | actives 1% (n = 190,000) | AID 1276;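 active means activation above a set limit, based on mean plus 3 SD of controls, cut at about 140% in these data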; further: values of inactives mirror those of a sister screen read the other way
STAT1 activator = activators of IFN-gamma induced STAT1 signaling. activation (% of control), % at 5.5 µM. NIH 3T3 STAT1-luciferase reporter, luminescence; 100% = IFN-gamma alone, no compound. actives 2.6% (n = 200,000);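 active means activation above the screen-wide mean activation plus 3 SD, cut at about 130% in these data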;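 further: raw ratio to IFN-gamma control signal so 100% means no change and 0% no light; values of inactives mirror those of a sister screen read the other way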
Numbers without * were called inactive; . = not tested or not shown. Outcome played no part in choosing rows; about 5.6% have a hit in one of these screens.

Value order: Hsp70 act	STAT3 blocker	HMGR II inh	STAT1 inh	Redox H2O2 prof	STAT3 activator	NF-kB expr up	TLR4 MyD88 comp	APP 5'UTR act	STAT1 activator
O=C(CC1CCCCC1)Nc1ccccc1-c1ccccc1
→ -0.1	14	1	4	-0.6	88	1.1	-10	-1	96
COc1cc(C(=O)NCCC(=O)NCCc2ccc(Cl)cc2)cc(OC)c1OC
→ -0.3	-6	2	1	-0.3	103	1.1	-3	-15	100
CCOC(=O)C1CCCN(C(=O)c2cc3ncc(Br)cn3n2)C1 (configuration not stated)
→ 0.0	1	-4	-3	2.1	105	0.97	12	-16	103
O=C(CN1N=C(c2ccccc2)CCC1=O)NCCCN1CCc2ccccc2C1
→ -0.1	-4	-2	-2	0.2	104	0.86	2	-7	102
COc1ccc(-n2ncc3c(NCCCN4CCOCC4)ncnc32)cc1
→ 0.1	-6	-7	-38	1.3	108	0.74	-10	85	135*
CCOc1cccc(=O)c2c(C)n(Cc3ccco3)c(C)c12
→ -0.1	0	1	0	1.4	103	0.84	-19	6	100
CC(=O)NCCc1nc2ccccc2n1CCc1ccccc1
→ -0.6	7	-8	-2	-1.1	97	1.2	0	3	100
c1ccc(C2C3=C(Nc4ncnn42)c2ccccc2CCC3)cc1 (configuration not stated)
→ 1.1	1	-2	7	1.7	101	1.1	8	-6	93
Cc1nnc2sc(-c3ccc(NC(=O)c4cccnc4)cc3)nn12
→ -0.1	25	.	-3	0.3	81	.	-5	6	103
Cc1cc(C)c(NC(=O)Nc2ccccc2)c(Cl)c1
→ 0.3	5	0	1	-0.1	97	1.2	-10	11	99
COc1cccc(C(=O)Oc2ccccc2/C=C\C(=O)c2cc3ccccc3o2)c1
→ -0.1	-3	-3	4	1.6	105	21*	12	61	97
CC(C)N1CCN(Cc2nc3c(s2)CCCC3)CC1CCO (configuration not stated)
→ 0.0	2	-4	7	-1.6	102	1.1	-7	-7	92
O=C(NC(=S)Nc1cnc2ccccc2c1)c1ccccc1
→ 0.1	-22	-2	-64	8.7	123	4*	6	122	155*
CCOC(=O)c1cc(-c2ccc3c(c2)OCCO3)nc2c1c(C)nn2CCC#N
→ -0.2	23	4	3	-3.9	83	0.41	-4	-16	98
Cc1ccc(C(=O)OCn2ncc(Cl)c(Cl)c2=O)cc1
→ 88*	37	2	7	1.5	77	0.12	55*	-92	93
CC(C)c1ccc(/C=N/N2CCCCC2)cc1
→ 0.1	10	-1	-25	-0.2	94	1.3	-8	102	121
CC(C)(C)C(=O)CNCC(=O)C(C)(C)C
→ 0.1	2	0	-14	0.2	100	1.1	3	35	111
COc1ccc(C2CC(c3cccc(OC)c3OC)n3nnnc3N2)cc1 (configuration not stated)
→ -0.2	12	-5	5	0.6	95	1.1	5	24	96
CCN(CC)C(=O)C(=O)c1cc(C)n(-c2ccc(F)cc2)c1C
→ 0.0	2	6	-3	-1.9	101	1.1	-17	38	102
Cc1ccc(S(=O)(=O)N(CC(=O)N2CCC(C(N)=O)CC2)Cc2ccc(F)cc2)cc1
→ 0.0	5	-4	4	0.3	99	1.1	5	1	96

(next part)
Value order: Hsp70 act	STAT3 blocker	HMGR II inh	STAT1 inh	Redox H2O2 prof	STAT3 activator	NF-kB expr up	TLR4 MyD88 comp	APP 5'UTR act	STAT1 activator
Cc1ccc(-c2oc3ncnc(N)c3c2-c2ccc(C)cc2)cc1
→ -0.4	22	-1	3	1.8	84	1.1	-8	10	98
CCOc1ccc(C)cc1S(=O)(=O)n1ccc(C)n1
→ -0.3	3	3	8	-0.2	101	0.95	-2	-6	92
CCCCNC(=O)n1c(SC)nc2ccccc21
→ -0.5	17	-9	-2	-12	91	1.1	11	-8	102
CCCN(CCC)C(=O)Cc1ccc(F)cc1
→ 0.0	19	-4	4	-0.3	88	1.2	21	27	95
COc1ccccc1N1CCN(Cc2nc3ccccc3c(=O)n2CC(C)=O)CC1
→ -0.3	13	2	8	0.1	95	0.7	12	5	93
CC(/C=C/c1ccco1)=N/NC(=O)Cc1cccs1
→ 0.1	7	-3	-1	-2.9	100	1.8	7	-4	101
NC(=O)c1oc2ccc(Cl)cc2c1N
→ -0.1	2	2	6	0.0	104	1.1	0	-6	95
COc1nc(Cl)cn(-c2ccc(Cl)cc2)c1=O
→ -0.3	10	1	-3	-0.2	94	1.1	-1	9	103
CCc1nnc(NC(=O)C2Cc3ccccc3CN2S(=O)(=O)c2cccs2)s1 (configuration not stated)
→ -0.2	4	2	-16	2.5	100	1.6	1	25	114
Cc1ccc(N2C(=O)NC3(CCCCC3)C2=O)cc1
→ 0.3	6	-2	-8	-0.3	100	1.4	-2	-19	107
COc1cccc(NC(=O)c2ccc(NCCCN3CCC(C)CC3)c([N+](=O)[O-])c2)c1
→ 0.2	10	-4	11	0.0	102	0.75	12	22	89
COc1cc(/C=C/C(=O)Nc2cc(C(F)(F)F)ccc2Cl)cc(OC)c1OC
→ -0.4	30	-9	14	0.5	84	0.59	-4	2	88
O=C(Cn1nnc2ccccc2c1=O)N1CCCc2ccccc21
→ 0.1	-16	-4	-2	2.5	117	1.1	4	-5	102
COCC(C)n1c(C)cc(C(=O)COC(=O)c2nc3nc(C)cc(C)n3n2)c1C (configuration not stated)
→ -0.3	-3	2	0	-0.2	104	1.1	-3	-9	100
CC(C)(C)C1CCC(C(=O)OCC(=O)N2CCN(C(=O)c3ccco3)CC2)CC1 (configuration not stated)
→ 0.2	11	-11	-8	0.0	97	1	13	19	106
CSCCC(NS(=O)(=O)c1ccc2ccccc2c1)C(=O)OCC(=O)c1ccc(C(C)C)cc1 (configuration not stated)
→ -0.5	4	-6	8	-0.5	95	0.73	-4	21	92
CCCN1Cc2cccc(C(=O)N3CCN(c4ccc(F)cc4)CC3)c2C1=O
→ -0.4	2	-5	5	0.1	104	1	8	.	95
CC1CCN(Cc2ccc(-c3nnn(CC(=O)Nc4ccccc4Cl)n3)cc2)CC1
→ -0.3	7	-2	10	-0.2	98	0.85	-13	-3	89
O=C(C1=C(O)C(=O)N(c2ccccc2)C1c1ccc([N+](=O)[O-])cc1)c1cccs1 (configuration not stated)
→ 0.3	2	0	-3	0.6	103	0.91	-7	-17	101
CN(C)S(=O)(=O)NCc1ccc2c(c1)OCO2
→ -0.3	9	-14	-7	0.8	96	2.7	-3	1	106

(next part)
Value order: Hsp70 act	STAT3 blocker	HMGR II inh	STAT1 inh	Redox H2O2 prof	STAT3 activator	NF-kB expr up	TLR4 MyD88 comp	APP 5'UTR act	STAT1 activator
CCOc1ccc(Oc2nc(N(CC)CC)nc(N3CCOCC3)n2)nn1
→ -0.5	27	-3	13	0.0	81	1.3	7	12	86
CCCN(CCC)c1nc(NC2CCN(C(=O)OCC)CC2)nc(OC)n1
→ -0.2	16	-2	11	-4.3	87	0.79	-10	12	90
Cc1nn(CCC#N)c(NC(=O)c2ccc(Cl)cc2Cl)c1P(=O)(Nc1ccc([N+](=O)[O-])cc1)N1CCOCC1 (configuration not stated)
→ -0.1	15	-3	4	5.8	93	1.3	-5	-5	96
O=C(N/N=C/c1ccc2c(c1)OCO2)C1COc2ccccc2O1 (configuration not stated)
→ -0.3	25	-1	2	-4.4	85	1.6	4	12	98
O=C1C=C(c2ccccc2)OC2(CCCC2)O1
→ -0.1	0	4	-7	-5.8	103	0.94	-4	-1	107
COc1ccccc1C1C(C(=O)c2sc(C)nc2C)=C(O)C(=O)N1CCN1CCOCC1 (configuration not stated)
→ -0.2	2	-2	-5	-0.7	102	1.1	8	-4	103
COc1ccc(C(=O)NCC(=O)OCC(=O)c2cc(OC)c(OC)c(OC)c2)cc1OC
→ -0.4	-8	-8	6	0.5	102	1.1	-2	7	94
COC(=O)c1cn(NC(=O)Cc2ccc(OC)c(OC)c2)c(=O)c2ccccc12
→ -0.1	2	-4	-3	0.2	103	0.98	-3	-7	103
c1coc(Cn2c(SCc3nc4ccccc4[nH]3)nnc2-c2cccs2)c1
→ -0.5	14	0	22	-0.3	94	0.56	2	0	80
CN(C(=O)COC(=O)c1ccccc1NC(=O)c1ccco1)C1CCS(=O)(=O)C1 (configuration not stated)
→ -0.2	10	1	-2	-0.1	96	1	10	-27	103
O=[N+]([O-])c1ccc(Oc2ccc(-c3cnc4ccccc4n3)cc2[N+](=O)[O-])cc1
→ 0.0	3	-2	-18	1.4	98	1.2	3	8	116
O=S1(=O)CCN2C(c3cccc4ccccc34)=CSC2=N1
→ -0.4	-4	-5	-3	-0.5	104	0.92	-6	-10	103
CCOC(=O)Cn1c2ccc(OC)cc2c2nc3ccccc3nc21
→ 0.0	4	-5	0	-0.1	101	1.1	4	-4	100
Cc1ccc(CCNC(=O)CCS(=O)(=O)c2ccc(Br)cc2)cc1
→ -0.1	4	-4	-7	-2.1	103	1	-2	6	105
Cc1cccc(C(=O)Nc2nnc(-c3cccnc3)o2)c1
→ -0.1	0	-5	-4	-0.1	101	1.2	5	19	102
Cc1cc(NCCN2CCOCC2)n2ncc(-c3ccc(Cl)cc3)c2n1
→ -0.2	-9	.	-5	17	107	.	-9	-2	105
Cc1cccc(/C=N/N(CCO)C2=NS(=O)(=O)c3ccccc32)c1
→ 0.0	11	-1	2	-0.8	94	0.9	-30	-10	100
CCOC(=O)N/N=C/c1cccnc1
→ 0.3	-5	-3	-2	-1.9	104	1.3	3	11	102
COCCCNCC#CCOc1ccc(OC)cc1
→ -0.1	4	-7	-2	-2.7	98	0.97	12	17	101
COc1cc2oc(=O)c(Br)c(C)c2c(OC)c1OC
→ 0.2	20	1	2	-1.0	89	1.3	-1	5	99

(continued)
Value order: Hsp70 act	STAT3 blocker	HMGR II inh	STAT1 inh	Redox H2O2 prof	STAT3 activator	NF-kB expr up	TLR4 MyD88 comp	APP 5'UTR act	STAT1 activator
O=C(N/C(=C\c1cccs1)C(=O)N1CCOCC1)c1ccco1
→ 0.2	17	-4	-3	-0.8	90	.	5	6	103
O=C(O)CCn1c(-c2ccccc2)cc2ccccc21
→ 0.0	-12	-5	-1	-0.1	112	0.99	2	17	99
COc1cccc([C@H](O)Cn2cc(-c3ccc(CON=C(C)C)cc3)nn2)c1
→ -0.2	-5	-11	10	-0.5	102	1.1	-12	-10	91
Cc1ccc(C)c(S(=O)(=O)Nc2ccccc2C(=O)Nc2ccc(S(=O)(=O)Nc3ncccn3)cc2)c1
→ -0.3	9	-7	9	-0.3	93	1.3	7	-14	92
Cc1nonc1C(=O)N/N=C/c1ccc(O)cc1O
→ -0.2	17	4	-9	0.5	92	2	-3	-14	109
COc1ccc(CCNC(=O)c2ccccc2Cl)cc1OC
→ -0.1	3	18*	-2	-0.5	101	1.1	-4	-8	100
COc1ccccc1CNS(=O)(=O)c1ccc(C)cc1
→ -0.3	1	1	-2	0.2	105	0.93	3	-15	102
Cc1cc(C)cc(OCC(=O)NNC(=O)C2CCCO2)c1 (configuration not stated)
→ -0.2	13	3	5	0.6	96	0.99	-5	-9	96
CC(C)Sc1cc(N2CCCC2)nc(-c2ccc(F)cc2)n1
→ -0.1	7	-2	0	2.9	103	1.2	-10	3	100
CC(=O)c1cnc(Nc2nc(C)c3cc(C)c(C)cc3n2)nc1C
→ -0.2	35	-1	2	0.5	73	0.86	7	3	98
